MLLE-PAM2 inh – blocks PAM2 peptide binding to the PABP1 MLLE domain; AID 588489; inhibition, % at 20 µM; hit rate 0.36% among 360,000; GST-MLLE / FITC-PAM2 fluorescence polarization; in the data active means inhibition above about 35%, passing the limit was not always enough;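 further: plate controls were DMSO wells with GST-MLLE for no effect and wells lacking GST-MLLE protein for full effect; some results filed as inactive read as strong as hits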
Rin1 Abl inh – inhibitors of human Rin1-Abl protein interaction. P00519+Q13671. TR-FRET Rin1/Abl binding, biochemical. inhibition, % at 7.35 µM. hit rate 0.4% among 360,000. AID 588664; in the data active means inhibition above about 5%, passing the limit was not always enough
FAS-TE inh – inhibitors of human fatty acid synthase thioesterase domain. P49327. recombinant FAS-TE, OMFH fluorogenic substrate, fluorescence endpoint. inhibition, % at 15 µM. hit rate 0.67% among 360,000. AID 602261;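 active means compounds whose normalised, plate-corrected inhibition of enzyme fluorescence in the single-dose primary screen is 50% or more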;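 further: 0% = DMSO with enzyme and 100% = substrate without enzyme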
MsrA act – activators of bovine methionine sulfoxide reductase A | AID 602163 | purified bovine MsrA, absorbance read-out | hit rate 0.3% among 360,000 | activation, % at 10.6 µM; in the data active means activation above about 7.5%;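 further: 0% = vehicle and 100% = reference activator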
TbMetRS inhib – Trypanosoma brucei MetRS inhibition; purified T. brucei MetRS, ATP depletion, Kinase-Glo luminescence; inhibition, % at 11.9 µM; hit rate 0.4% among 360,000; AID 624268;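 active means inhibition above a per-plate cutoff of the control wells' mean inhibition plus 3 SD, cut at about 5.5% in these data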;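 further: 0% = DMSO wells median and 100% = median of wells with control inhibitor compound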
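assay system = parasite MetRS enzyme | timing = 15 min preincubation, 2 h reaction, all 25 °C | evaluation = percent inhibition relative to median high and low control wells | medium = HEPES buffer containing pyrophosphatase, BSA, spermine, DTT | compound = single dose, 11.9 µM final nominal, 0.9% final DMSO | detection = Kinase-Glo luminescence, ATP depletion format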
CSN deneddyl inh – CSN deneddylation inhibition | Purified CSN, SCF-Nedd8-OG deneddylation, fluorescence polarization | AID 651999 | hit rate 0.38% among 360,000 | inhibition, % at 12.5 µM;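 active means pattern-corrected inhibition above about 35%, with an unprinted fluorescence ratio check between 0.5 and 1.5, limit read from the data, passing the limit was not always enough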;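 further: 0% = enzyme with substrate and 100% = substrate without enzyme; some results filed as inactive read as strong as hits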
Target sequence (Q92905 whole entry, looked up, one chain of several): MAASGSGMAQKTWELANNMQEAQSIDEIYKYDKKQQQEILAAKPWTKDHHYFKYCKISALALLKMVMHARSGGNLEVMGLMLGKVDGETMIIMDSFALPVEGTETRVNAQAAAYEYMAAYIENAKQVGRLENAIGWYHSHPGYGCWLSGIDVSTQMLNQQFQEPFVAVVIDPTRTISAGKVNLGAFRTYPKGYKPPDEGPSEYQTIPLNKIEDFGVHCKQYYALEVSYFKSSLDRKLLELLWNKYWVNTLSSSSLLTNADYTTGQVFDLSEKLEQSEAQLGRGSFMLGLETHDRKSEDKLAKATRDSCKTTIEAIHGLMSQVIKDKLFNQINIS
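Test system: Human Csn5 produced in HEK293T cells | Compound: 12.5 µM single point | Times: 90 min, room temperature | Signal: Fluorescence polarization readout | Read-out basis: % inhibition of substrate cleavage by Csn5 | Controls: no-enzyme wells high, enzyme-with-substrate wells low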
MsrA inh – inhibitors of bovine MsrA; inhibition, % at 15.5 µM; hit rate 0.75% among 360,000; purified bovine MsrA, absorbance read-out; in the data active means inhibition above about 4.5%;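 further: 0% = vehicle wells with enzyme and 100% = reference inhibitor wells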
Neddylation inh – cullin neddylation inhibition | hit rate 0.58% among 360,000 | P61081+Q13564 | calls only at 25 µM | AID 651699 | TR-FRET cullin neddylation, biochemical; in the data active means inhibition above about 36%
Target sequence (P61081 whole entry, looked up): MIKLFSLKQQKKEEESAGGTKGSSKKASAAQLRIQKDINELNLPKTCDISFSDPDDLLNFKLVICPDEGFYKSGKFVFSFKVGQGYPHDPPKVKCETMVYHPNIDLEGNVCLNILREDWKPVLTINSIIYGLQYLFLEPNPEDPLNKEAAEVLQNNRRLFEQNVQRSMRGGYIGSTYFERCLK
Target sequence (Q13564 whole entry, looked up): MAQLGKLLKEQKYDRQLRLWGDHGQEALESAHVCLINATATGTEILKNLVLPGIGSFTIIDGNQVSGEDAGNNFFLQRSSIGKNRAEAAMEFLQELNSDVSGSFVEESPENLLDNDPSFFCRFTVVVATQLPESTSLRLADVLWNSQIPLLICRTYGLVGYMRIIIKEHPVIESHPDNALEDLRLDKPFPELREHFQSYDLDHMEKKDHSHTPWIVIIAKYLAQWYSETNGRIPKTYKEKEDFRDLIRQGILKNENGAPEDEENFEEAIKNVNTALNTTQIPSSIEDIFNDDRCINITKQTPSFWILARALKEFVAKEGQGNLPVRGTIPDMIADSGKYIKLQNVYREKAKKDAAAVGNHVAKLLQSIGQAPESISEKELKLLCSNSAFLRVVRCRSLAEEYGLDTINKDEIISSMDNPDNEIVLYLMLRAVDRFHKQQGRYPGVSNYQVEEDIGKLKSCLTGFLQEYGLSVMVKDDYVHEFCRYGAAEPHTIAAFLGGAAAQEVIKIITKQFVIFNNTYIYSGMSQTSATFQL
eLon inh – inhibitors of E. coli Lon protease; purified E. coli Lon protease, fluorescence polarization; hit rate 0.42% among 360,000; P0A9M0; inhibition, % at 7.94 µM; in the data active means inhibition above about 13%, passing the limit was not always enough;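 further: 0% = enzyme with probe and DMSO and 100% = no enzyme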
Starred values were filed as active, the others as inactive; i = inactive; nt = no result given.

SMILES | MLLE-PAM2 inh | Rin1 Abl inh | FAS-TE inh | MsrA act | TbMetRS inhib | CSN deneddyl inh | MsrA inh | Neddylation inh | eLon inh
CNC(=O)c1ccc(NC(=O)CCc2c(C)noc2C)cc1 | 4.4 | 4.3 | -8.4 | -3.6 | 0.0 | 5.4 | -0.1 | i | 4.2
Cc1ccc(S(=O)(=O)NNC(=O)C(O)(c2ccccc2C)c2ccccc2C)cc1 | 4.5 | -1.4 | 2.2 | -0.5 | -0.3 | 7.1 | -0.6 | i | 8.1
Cc1ccc(NCc2nc3ccccc3n2CCOc2ccccc2)cc1 | -16.7 | 2.7 | 5.3 | -0.4 | 0.0 | -8.2 | 0.3 | i | 1.6
Cc1ccccc1-c1n[nH]c(=S)o1 | -82.9 | -46.4 | -2.9 | 1.8 | -0.7 | 3.0 | 0.5 | i | -9.3
COc1cccc(C(=O)NN=C2CCCC2)c1 | -2.8 | -3.0 | -2.7 | -6.4 | -0.7 | 2.6 | -0.4 | i | 5.6
O=C1CN(c2nc(-c3cccs3)nc3sc4c(c23)CCCC4)CCN1 | -4.2 | -2.4 | 16.9 | -16.3 | -1.4 | 6.0 | 0.5 | nt | 0.3
Cc1cc2c(cc1C)C(=O)NC(C)(C)C2 | 5.7 | -0.8 | -10.0 | -2.7 | -1.3 | 0.7 | 0.5 | i | -9.8
CC1CCC(CN2CCN=C2Nc2ccccc2)CC1 (centres undefined) | -3.4 | 2.3 | -9.5 | 0.9 | 0.4 | 1.5 | -0.3 | i | 1.0
COc1ccc(-n2c(C)cc(C(=O)CN3C(=O)c4ccccc4C3=O)c2C)cc1 | 4.4 | -1.2 | 23.8 | -2.5 | 0.2 | -1.2 | -1.2 | i | -0.7
OCC(O)CN1CCCC1 (centres undefined) | -4.0 | -1.5 | -6.6 | -2.5 | 0.5 | 0.7 | 0.3 | i | -10.5
CCCN(CCC)C(=O)C1CCCN1S(=O)(=O)c1cccc2nsnc12 (centres undefined) | 0.0 | -1.1 | -6.7 | -2.4 | 1.2 | 8.2 | -0.6 | i | -1.1
CC(=O)NC1CC2CCCC(C1)N2CC(=O)N1CCCc2ccccc21 (centres undefined) | 5.4 | -0.7 | -3.9 | -5.0 | -0.5 | 1.1 | 1.2 | i | -4.1
CCOC(=O)N1CCN(C(=O)Cn2nc(C)n3nc(-c4ccc(CC)cc4)cc3c2=O)CC1 | -8.4 | 0.8 | -3.5 | -7.8 | -0.4 | 3.0 | 0.6 | i | 4.2
O=C(Nc1nnc(-c2cccs2)o1)c1ccco1 | -2.5 | 0.4 | -1.5 | -0.9 | -0.4 | -5.5 | 3.3 | i | 1.9
Cc1cccc(N=C(NO)c2nonc2N)c1 | -2.5 | -1.1 | -9.1 | -9.6 | -1.3 | -8.5 | -0.1 | i | -2.9
O=C(Nc1ccc(F)cc1F)N1CCCN(CCOc2ccccc2)CC1 | 5.8 | 2.5 | -9.4 | -2.1 | -0.6 | -3.4 | -1.0 | i | 4.3
Cc1ccc(S(=O)(=O)NCC(=O)N(CC(=O)NC(C)(C)C)Cc2cccs2)cc1 | 3.7 | -0.1 | -5.6 | -1.8 | 0.4 | 2.7 | 1.4 | i | -0.2
Cc1ccccc1C(=O)Nc1ccc(Br)cn1 | 2.6 | -1.2 | -1.2 | 0.1 | -0.6 | -2.2 | -1.3 | i | 6.1
Cc1c(C(=O)N(CCC#N)c2ccccc2)sc2nc3n(c(=O)c12)CCCC3 | 1.4 | -2.8 | -9.5 | -2.5 | 0.6 | -3.8 | 0.1 | i | -8.9
CCC(C)c1ccc(S(=O)(=O)N2CCN(C(C)C(=O)NC3CCCC3)CC2)cc1 (centres undefined) | -6.2 | 1.4 | 15.3 | -0.4 | -0.4 | 1.9 | 0.0 | i | -6.5
COc1cccc(COC(=O)c2ccc(S(=O)(=O)N3CCC(C)CC3)cc2)c1OC | -14.1 | 4.9 | 28.5 | -3.0 | 0.0 | 2.5 | -0.2 | i | -6.1
C=CCNC(=O)c1c(N)n(-c2cccc(S(N)(=O)=O)c2)c2nc3ccccc3nc12 | 16.2 | 0.8 | 11.0 | -9.5 | -0.1 | 4.5 | 2.2 | nt | -8.2
Cc1ccc(C(=O)CS(C)(=O)=O)cc1 | -1.5 | 0.5 | -7.2 | -0.3 | -0.8 | 3.0 | -0.3 | i | -2.1
Cc1ccc(-n2nc3c(=O)n(CC(=O)NC4CCCCC4)nc(C)c3c2C)cc1 | -1.3 | 1.6 | -0.5 | -3.3 | -0.5 | 2.6 | 0.1 | i | -3.9
Cc1cc(C)cc(NC2=CC(=O)CC(c3ccco3)C2)c1 (centres undefined) | 0.1 | 4.4 | -4.0 | 1.3 | -0.3 | 2.5 | 2.1 | i | 0.9

Taken from above:
Cc1cccc(N=C(NO)c2nonc2N)c1 in MLLE-PAM2 inh is entered as -2.5
Cc1ccc(S(=O)(=O)NNC(=O)C(O)(c2ccccc2C)c2ccccc2C)cc1 in MsrA inh is entered as -0.6
CC1CCC(CN2CCN=C2Nc2ccccc2)CC1 (centres undefined) in FAS-TE inh is entered as -9.5
C=CCNC(=O)c1c(N)n(-c2cccc(S(N)(=O)=O)c2)c2nc3ccccc3nc12 in CSN deneddyl inh is entered as 4.5

Returning to the listing, starting two compounds before the break.
SMILES | MLLE-PAM2 inh | Rin1 Abl inh | FAS-TE inh | MsrA act | TbMetRS inhib | CSN deneddyl inh | MsrA inh | Neddylation inh | eLon inh
Cc1ccc(-n2nc3c(=O)n(CC(=O)NC4CCCCC4)nc(C)c3c2C)cc1 | -1.3 | 1.6 | -0.5 | -3.3 | -0.5 | 2.6 | 0.1 | i | -3.9
Cc1cc(C)cc(NC2=CC(=O)CC(c3ccco3)C2)c1 (centres undefined) | 0.1 | 4.4 | -4.0 | 1.3 | -0.3 | 2.5 | 2.1 | i | 0.9
Cc1ccc(C2=Nc3ccccc3N=C(c3ccco3)C2)c(O)c1 | -7.7 | 1.8 | -0.7 | -0.3 | 0.1 | -1.0 | 0.6 | i | 9.0
O=C(c1ccc(F)cc1)N1CCN(S(=O)(=O)c2ccc(Br)cc2)CC1 | 8.2 | -0.9 | 1.8 | -2.8 | 0.0 | -1.8 | -1.2 | i | -1.8
O=C(Cc1ccc(Br)cc1)Nc1nc2ccccc2[nH]1 | 3.1 | -8.2 | -4.0 | -4.3 | 5.2 | 0.0 | -0.4 | i | -12.0
CCOC(=O)/C(=C\Nc1ccccc1C(F)(F)F)Sc1ncc(C(F)(F)F)cc1Cl | -4.2 | 0.9 | 19.0 | 0.1 | -1.2 | 1.7 | -0.9 | i | 0.9
O=C1OCCN1C(=O)[C@H]1[C@H](c2ccc([N+](=O)[O-])cc2)C(c2cccc(Cl)c2)=NN1c1ccc(Br)cc1 | -6.6 | -1.0 | 86.6* | -4.2 | 0.1 | 1.1 | 0.9 | i | 0.4
CC(=O)c1c(C)[nH]c(C(=O)OCC(=O)Nc2ccc3c(c2)OCCO3)c1C | -4.4 | 0.3 | -4.5 | -2.1 | 0.1 | -3.4 | -0.8 | i | -7.3
COCC1CCCCN1Cc1cn[nH]c1-c1ccc(OC)cc1OC (centres undefined) | -3.2 | -1.0 | -6.0 | -2.6 | 0.2 | -7.3 | 1.1 | i | 0.0
O=C(c1ccc(OC2CCN(C(=O)c3cccnc3)CC2)cc1)N1CCCCCC1 | -12.2 | 0.5 | -2.2 | -2.6 | 0.1 | -0.4 | 1.5 | i | 10.7
Nc1ccc(CCn2ccnc2)cc1 | -7.9 | -1.2 | -10.9 | -2.9 | -0.7 | -1.8 | -0.5 | i | -5.7
Oc1ccccc1/C=N/Nc1ccnc(SCc2ccccc2)n1 | 26.2 | -1.7 | -5.0 | 3.4 | 0.0 | 0.1 | 1.7 | i | -7.8
CC1(C)Cc2ccccc2-c2c1c(=O)n(Cc1ccccc1)c1nnnn21 | -5.3 | -1.5 | 9.0 | -0.8 | -0.2 | 1.3 | 0.3 | nt | 4.4
C=CCC[C@@H](Cc1ccc(F)cc1)C(=O)OCCNC(=O)[C@@H](CC=C)CC(=O)N[C@@H](CO)Cc1ccccc1 | 11.7 | -3.1 | 0.8 | 1.2 | 0.7 | -2.7 | 1.9 | i | 0.4
CCOc1ccc(NS(=O)(=O)CC23CCC(CC2=O)C3(C)C)cc1 (centres undefined) | 5.7 | 1.7 | -5.7 | 0.0 | -0.4 | 5.2 | -0.6 | i | -13.5
CCCCNC(=O)c1c[nH]c2ccc(S(=O)(=O)N3CCOCC3)cc2c1=O | -10.7 | -2.8 | -9.1 | -2.4 | 0.6 | -3.7 | 0.7 | i | -6.4
Cn1ccc(C(=O)N2CCCc3ccccc32)n1 | 9.8 | 2.0 | -1.2 | -7.5 | 0.0 | -6.7 | -0.2 | i | -4.1
COC(=O)C1=C(C)N(c2cc(C)cc(C)c2)/C(=C/c2ccc(O)cc2)C1=O | -19.1 | 0.8 | -8.4 | 0.4 | -0.4 | 7.2 | 1.5 | i | -12.5
CC(C)(C)c1ccc(S(=O)(=O)N2C=CC(C(F)(F)F)=NCC2)cc1 | -2.0 | -2.8 | 3.2 | -5.3 | 0.2 | -1.6 | 0.5 | i | -5.8
O=C(Nc1ccc(F)cc1)c1ccc(CSc2ccccc2)o1 | 16.6 | -0.9 | 31.9 | -4.7 | -0.7 | -1.6 | -0.4 | i | -1.7
O=C(c1cccc(F)c1)N1C2C=CC(C2)C1(C(F)(F)F)C(F)(F)F (centres undefined) | -0.4 | 3.1 | -0.6 | 0.9 | -0.1 | -5.6 | 0.1 | i | -4.4
CCN1CCN(C(=O)CS(=O)Cc2nc(-c3cccc(C)c3)oc2C)CC1 (centres undefined) | 2.9 | 3.0 | -1.5 | 0.3 | -0.2 | -2.8 | -1.2 | i | -10.3
CC1C(=O)Nc2ccc(S(=O)(=O)Nc3ccccc3Br)cc2NC1=O (centres undefined) | -7.0 | 0.8 | -6.4 | -1.3 | -0.2 | -6.7 | 0.1 | i | -3.3
COc1ccccc1C(=O)Nc1c(C)n(C)n(-c2ccccc2)c1=O | 4.4 | -3.4 | -4.2 | -0.3 | -0.1 | -0.2 | 0.3 | i | 1.1
CCCCn1c(N)c(N(CCOC)C(=O)c2cc3ccccc3cc2OC)c(=O)[nH]c1=O | 5.5 | 1.2 | -5.3 | -1.4 | -0.4 | 2.6 | 0.2 | i | -13.3
Cn1c(SCC(=O)Nc2ccc(F)cc2)nnc1C1CC1 | -1.1 | -1.9 | -2.1 | -2.8 | -0.4 | -0.5 | -0.6 | i | 2.5
O=C(Cc1ccccc1F)Nc1ccc(S(=O)(=O)N2CCCC2)cc1 | 21.0 | 2.7 | 3.0 | -5.1 | 0.2 | -2.1 | 1.5 | i | -5.0
O=[N+]([O-])c1ccc2c(c1)C=C1CCCCC1(N1CCCCC1)O2 (centres undefined) | -11.1 | 1.4 | 17.1 | -2.5 | 0.0 | -19.3 | 0.2 | i | -8.5
C(=C\CSc1nnnn1-c1ccccc1)/CSc1nnnn1-c1ccccc1 | -27.5 | -0.6 | 25.8 | -0.3 | -0.5 | -6.5 | 0.6 | i | -1.0
O=C(Oc1ccc(-c2cn3c(n2)SCC3)cc1)c1ccccc1 | -2.6 | -1.1 | 6.3 | -2.5 | -1.0 | -1.6 | 0.4 | i | 3.4
CCc1ccccc1OCCCCN1CCCCC1 | -0.9 | 0.8 | -4.1 | -2.1 | -0.8 | 2.6 | 0.1 | i | 4.0
NC(=O)C1=C[C@H](c2csc3ccccc23)C[C@H](OCc2ccc(CO)cc2)O1 | 5.4 | -1.1 | 3.8 | -0.8 | -0.2 | -4.4 | -0.7 | i | -1.6
